Source: PubChem
Tau ThT inhib = qHTS for Inhibitors of Tau Fibril Formation, Thioflavin T Binding. recombinant tau K18 P301L (four-repeat tau fragment), heparin-induced fibrillization, ThT fluorescence. Microtubule-associated protein tau (Homo sapiens), P10636. 270,000 compounds, 2.1% hits. Potency, µM (doses to about 57.4 µM), for inactives: at the highest dose activity, negative = inhibition, hits mostly inhibitors; further: on the % scale 0 is the no-effect control and ±100 the full control effect; nearly all actives have a fitted effect of over 55% in size
Target sequence (P10636 561-689 P618L limits assumed): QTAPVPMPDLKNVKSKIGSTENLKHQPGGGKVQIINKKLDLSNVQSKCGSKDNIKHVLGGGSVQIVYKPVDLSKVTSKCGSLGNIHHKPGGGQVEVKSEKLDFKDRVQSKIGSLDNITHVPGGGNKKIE
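Heparin-induced (20 uM) aggregation of recombinant human K18 P301L tau, 15 uM unlabeled with 0.24 uM labeled, pH 7 acetate buffer, 6 hr at 37 C with compound. Fibrils quantified by 30 uM ThT fluorescence after 1 hr ambient incubation.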
SMN2 splice up = qHTS Assay for Enhancers of SMN2 Splice Variant Expression; HEK293 SMN2-luciferase splicing reporter, luminescence, 30-36 h; Potency, µM (doses to about 46.1 µM), inactives show top-dose activity change, positive = activation, usual class: activators; 210,000 compounds, 2.8% hits; further: % of control where 0% means no effect; nearly all actives have a fitted effect of over 55% in size
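HEK293 cells carry an SMN2 minigene-luciferase reporter in which exon 7 inclusion puts luciferase in frame. Cells were seeded at 2000 cells/well, attached for 10-12 hours, then exposed to compounds for 30-36 hours at 37C before ONE-Glo luminescence.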
* marks the source's active call; other numbers are inactive results; u = inconclusive; [ ] = dose if it differs, or a comment. The call rests on the fitted dose curve; in most records, active means well fitted curve in the direction sought with a large enough effect; inconclusive means small, poorly fitted or top-dose-only effect, or another doubt; inactive means no such curve, though single readings can be large; an effect the other way counts as inactive or inconclusive. Potency means the concentration at half of the fitted maximal effect.

Below each compound: Tau ThT inhib | SMN2 splice up
COc1cc2c(cc1OC)C(COc1ccc3c(C)cc(=O)oc3c1)N(C(=O)c1ccc(Cl)cc1)CC2 (stereo not drawn)
→ -1% | 1%
CCOC(=O)C1=C(CS(=O)(=O)c2c(C)cc(C)cc2C)NC(=O)NC1c1cccc(OC)c1 (stereo not drawn)
→ -13% | -9%
Cc1ccc(C(=O)c2cn(Cc3ccccc3)c3c(F)cc(F)cc3c2=O)cc1
→ u | -1%
CCn1cc(C(=O)Nc2ccc(C(C)C)cc2)c2cc(OC)c(OC)cc2c1=O
→ u | -17%
COc1ccc(OCC(O)Cn2c(NCCO)nc3c2c(=O)n(C)c(=O)n3C)cc1 (stereo not drawn)
→ 2% | -52%[inhibitor]
Cc1cccc(C)c1OCc1cc(=O)n2c(-c3ccccc3)csc2n1
→ -2% | -17%
CCC1CCCCN1C(=O)c1nn(-c2ccc(OC)cc2)c(=O)c2c1c1ccccc1n2C (stereo not drawn)
→ -10% | 0%
Cc1ccc(NC(=O)c2c(C)nc3sc(C(=O)Nc4ccc(F)cc4)c(N)c3c2-c2ccccc2Cl)c(C)c1
→ -8% | 4%
CCc1cc2c(cc3c(=O)n(CC(=O)NC4CCCCC4)ncn32)s1
→ -7% | 7%
Cc1ccc(C)c(N2CCN(C(=O)Cn3ncc4ccsc4c3=O)CC2)c1
→ -6% | 7%
CCOc1ccc(C(=O)c2cn(Cc3ccccc3OC)c3ccc(F)cc3c2=O)cc1
→ -1% | 7%
O=C(c1ccc2c(c1)CCN2S(=O)(=O)c1ccccc1)N1CCN(c2cccc(Cl)c2)CC1
→ -5% | -12%
CCc1cccc2c(-c3ccccc3)nc(SCC(=O)Nc3ccccc3)nc12
→ 0% | -7%
CCC(C(=O)NCCc1ccccc1)n1nc(C)n2c(cc3sccc32)c1=O (stereo not drawn)
→ 4% | -3%
COc1ccc(CNC(=O)c2ccc3c(c2)CCN3S(=O)(=O)c2ccccc2)cc1
→ 1% | -20%
CCCCC(=O)Nc1cc(-c2nc3ccccc3o2)ccc1OC
→ -8% | 7%
O=C(O)CCc1ccc(-c2ccc(Br)cc2)n1-c1ccccc1O
→ -16% | 0%
Cc1ccc(NC(=O)Cn2cc(C(=O)C3CC3)c3ccccc32)cc1
→ 6% | -7%
O=C(NCc1ccc(F)cc1)c1ccc2nc(N3CCCCC3)sc2c1
→ 2% | 4.5µM*
CCOc1ccc(C2C(C(N)=O)=C(C)Nc3nc(SCc4ccccc4)nn32)cc1 (stereo not drawn)
→ 12% | 3%
Cc1cc(C)cc(Oc2coc3cc(OCC(=O)NC4CCCCC4)ccc3c2=O)c1
→ 3% | -3%
O=C(CNS(=O)(=O)c1ccc(Br)s1)N1CCN(c2ccc(F)cc2)CC1
→ -17% | -30%[inhibitor]
COc1ccc(-c2cc(C(F)(F)F)nc(SCC(=O)NCc3ccc(Cl)cc3)n2)cc1
→ 10% | -6%
CN(C(=O)c1ccc2c(c1)N(Cc1ccc(F)cc1)C(=O)c1ccccc1S2(=O)=O)C1CCCCC1
→ 3% | -16%
COc1cc(OC)cc(-c2cc3nc(C)c(CCC(=O)Nc4ccc(F)c(Cl)c4)c(C)n3n2)c1
→ -17% | -11%
CCCCN(CC)CCCNC(=O)c1cc2c(-c3ccc(OC)c(OC)c3)nn(C)c2s1
→ -10% | -21%
Cc1ccc(Nc2c(-c3ccc(O)cc3)nc3cccc(C)n23)cc1
→ -4% | -3%
COc1cc(NC(=O)CCn2c(=O)oc3ccccc32)cc(OC)c1OC
→ -19% | -14%
O=C(c1ccc(F)cc1)N1CCC(c2nc(-c3ccc(S(=O)(=O)N4CCCC4)cc3)no2)CC1
→ 1% | 15%
Cc1ccc(S(=O)(=O)c2nnn3c2nc(N2CCN(c4ccc(F)cc4)CC2)c2cc(Cl)ccc23)cc1C
→ -1% | 12%
O=C(CCCCn1c(=O)c2ccccc2n(Cc2ccccc2F)c1=O)NCc1ccccc1Cl
→ -2% | -11%
O=C(Cn1ncc2c3ccccc3n(Cc3ccccc3)c2c1=O)N1CCCCCC1
→ -4% | 3%
Cc1ccc2c(c1)NC(=O)C(CC(=O)Nc1ccccc1Cl)O2 (stereo not drawn)
→ -2% | 0%
Cc1oc(-c2cccc(Cl)c2)nc1CN1CCCC(C(=O)N2CCN(c3ccc(F)cc3)CC2)C1 (stereo not drawn)
→ -9% | -18%
Cn1c(=O)[nH]c(=O)c2c1nc1n2CCN1c1ccccc1
→ -5% | 2%
Cc1cc2ccccc2n1CCNC(=O)c1ccc(Br)cc1
→ u | -58%[inhibitor]
O=C(Nc1cccc(-c2nc3ccccc3o2)c1)C(F)(F)F
→ -6% | 2%
COc1ccc(CNC(=O)CSCc2cnn(-c3ccccc3)c2-n2cccc2)cc1OC
→ -12% | 5%
Cc1ccc(-c2ccc(=O)n(Cc3ccc(F)cc3)n2)cc1
→ -7% | -8%
Cc1nc2nc(SCC(=O)NC(C)c3ccccc3)nn2c(C)c1Cc1c(F)cccc1Cl (stereo not drawn)
→ -24% | 5%
COc1ccc(CNC(=O)C2CCN(S(=O)(=O)c3c(C)noc3/C=C/c3cccs3)CC2)cc1
→ -1% | 0%
O=C(CCS(=O)(=O)c1cccs1)Nc1ccc(C(=O)Nc2cccc(Cl)c2)cc1
→ u | u
CC(C)Cn1c(=O)c2ccccc2n2c(CCC(=O)NCc3ccccc3Cl)nnc12
→ 5% | 0%
Cc1ccc(NC(=O)c2oc3ccccc3c2NC(=O)c2ccccc2C)cc1
→ 8% | -3%
Cc1sc2ncn(CC(=O)Nc3ccc(F)cc3Cl)c(=O)c2c1S(=O)(=O)N1CCN(c2ncccn2)CC1
→ 8% | 11%
O=C(COc1ccc(Br)cc1)Nc1ccc(C(=O)OC2CCCCC2)cc1
→ 2% | -3%
COc1ccc(NS(=O)(=O)c2c(C)nc3scc(C)n3c2=O)cc1
→ 7% | -22%
CC1CCN(S(=O)(=O)c2ccc3c(c2)c(=O)c(C(=O)NCCc2ccccc2)cn3C)CC1
→ -1% | 2%
Cc1ccc2oc(-c3ccc(C)c(NC(=O)c4ccc(-c5ccccc5[N+](=O)[O-])o4)c3)nc2c1
→ u | -24%
COc1ccc(CCNC(=O)c2cc3c(=O)oc4ccc(C)cc4c3s2)cc1OC
→ -18% | 3%

(next part)
Below each compound: Tau ThT inhib | SMN2 splice up
Cc1ccccc1NC(=O)c1ccc(N(Cc2ccccc2)S(C)(=O)=O)cc1
→ -6% | -12%
CCCCNC(=O)CCCn1c(=O)c2ccccc2n(CC(=O)Nc2ccccc2OCC)c1=O
→ 0% | -6%
CCOC(=O)c1c(-c2ccc(OC)cc2)oc2ccc(OCc3ccc(C(=O)OC)cc3)cc12
→ u | -7%
Cc1ccc(Cn2nnc(C(=O)Nc3ccc(F)c(F)c3)c2N)cc1
→ 1% | 17%
COc1ccc(-c2cc(C(F)(F)F)n3nc(C(=O)Nc4cc(C)ccc4C)cc3n2)cc1
→ -17% | 12%
COC(=O)Cn1c(=O)c2cccn2c2ccc(F)cc21
→ 1% | 9%
CCCCn1c(=N)c(S(=O)(=O)c2ccc(Cl)cc2)cc2c(=O)n3cccc(C)c3nc21
→ -5% | -11%
CCCn1c(SCc2nc(-c3ccc(OC)c(OC)c3)no2)nnc1-c1ccccc1
→ -16% | -24%
COc1ccc(-c2noc(N(c3cccc(Cl)c3)c3nc(-c4ccc(OC)c(OC)c4)no3)n2)cc1OC
→ 9% | -15%
COc1cccc(CNCCSc2nnnn2C)c1OCc1ccccc1Cl
→ -8% | 13%
O=C(NCCn1cc(SCc2ccccc2Cl)c2ccccc21)c1cccs1
→ -26% | -26%
Cc1nc2c(-c3ccccc3)c(C)nn2c(C)c1CCC(=O)NCCc1ccccc1
→ -8% | -5%
COc1cccc(-c2cc(C(F)(F)F)n3ncc(C(=O)OC(C)C)c3n2)c1
→ -6% | 2%
COC(=O)C1=C(C)NC(=O)C1(NC(=O)c1cc(OC)c(OC)c(OC)c1)C(F)(F)F (stereo not drawn)
→ -1% | 3%
CCN1CCN(CCCNC(=O)Cn2nc(C)n3c(cc4cc(C)ccc43)c2=O)CC1
→ 0% | -7%
CCCOc1ccc(-c2nc(N3CCC(C)CC3)c3ccccc3n2)cc1
→ u | -10%
O=C(Nc1ccc2oc(-c3cccnc3)nc2c1)c1cccc(Br)c1
→ u | -9%
COC(=O)c1c(NC(=O)COc2ccc(Cl)cc2C)sc2c1CCCCC2
→ -17% | 1%
COc1ccc(C(=O)n2nc(-c3ccc(Cl)cc3)nc2NCc2ccco2)cc1
→ 3% | 9%
COc1ccc(NC(=O)c2cc(=O)c3cc(C)cc(C)c3o2)cc1
→ u | -3%

In a second layout: entries from further up.
SMILES,Tau ThT inhib,SMN2 splice up
COc1cccc(-c2cc(C(F)(F)F)n3ncc(C(=O)OC(C)C)c3n2)c1,-6%,2%
COC(=O)C1=C(C)NC(=O)C1(NC(=O)c1cc(OC)c(OC)c(OC)c1)C(F)(F)F (stereo not drawn),-1%,3%
CCN1CCN(CCCNC(=O)Cn2nc(C)n3c(cc4cc(C)ccc43)c2=O)CC1,0%,-7%
CCCOc1ccc(-c2nc(N3CCC(C)CC3)c3ccccc3n2)cc1,u,-10%
O=C(Nc1ccc2oc(-c3cccnc3)nc2c1)c1cccc(Br)c1,u,-9%
COC(=O)c1c(NC(=O)COc2ccc(Cl)cc2C)sc2c1CCCCC2,-17%,1%

Additional records follow:
Below each compound: Tau ThT inhib | SMN2 splice up
O=C1N(Cc2ccccc2)c2ccc(Cl)cc2C1(O)c1c[nH]c2ccccc12 (stereo not drawn)
→ -3% | -1%
COC(=O)CSc1nc2sc3c(c2c(=O)n1-c1ccccc1C)CC(C)(C)OC3
→ 2% | -15%
Cc1ccc(NC(=O)Cc2coc3c(C)c(C)ccc23)c(C)c1
→ -3% | 3%
O=C1NC(NS(=O)(=O)c2ccccc2)(C(F)(F)F)C(=O)N1CCc1ccccc1 (stereo not drawn)
→ -4% | 5%
Cc1cc(C)c(NC(=O)CSC2=Nc3ccccc3C3=NC(CC(=O)NCc4cccs4)C(=O)N23)c(C)c1 (stereo not drawn)
→ u | -7%
COc1ccccc1NC(=O)Cn1c(=O)n(-c2ccc(C)cc2)c(=O)c2c1cnn2C
→ -5% | -13%
CC(C)CCNC(=O)c1ccc2c(c1)N(Cc1ccccc1F)C(=O)c1ccccc1S2(=O)=O
→ 2% | 3%
COC(=O)c1cc2sc(Cl)cc2n1Cc1nc(-c2ccccc2C)oc1C
→ 0% | 3%
COc1cccc(-c2nc(CS(=O)(=O)CC(=O)Nc3c(C)cc(C)cc3C)c(C)o2)c1
→ -1% | 1%
CC1=C(C(=O)Nc2ccccc2)C(c2ccc(O)cc2)n2nc(SCc3ccccc3)nc2N1 (stereo not drawn)
→ 2% | 8%
N#Cc1ccccc1Cn1c(=O)n(CCCC(=O)NCc2ccccc2Cl)c(=O)c2ccccc21
→ 1% | 5%
Cc1cc2ccccc2n1CCNC(=O)c1ccccc1F
→ -14% | u
COC(=O)c1ccc(Cn2c(SCc3ccc(F)cc3)nc3ccncc32)cc1
→ 1% | -13%
Cc1cccc(-n2c(=O)c3c4c(sc3n3cnnc23)CCCC4)c1
→ -3% | -4%
CN1CCN(c2oc(/C=C/c3ccc(F)cc3)nc2C#N)CC1
→ -5% | -11%
CCCOC(=O)c1ccc(Cn2nnc3sc4c(c3c2=O)CCC(C)C4)cc1 (stereo not drawn)
→ -3% | 4%
CC1CCN(S(=O)(=O)c2ccc3c(c2)N(CC(=O)NC(C)(C)C)C(=O)CS3)CC1
→ -12% | -14%
COc1ccc(N2CCN(S(=O)(=O)c3cc(Br)cc4c3N(C(=O)C3CC3)CC4)CC2)cc1
→ -7% | 5%
COc1ccc(CCNC(=O)c2cc(=O)c3cc(C)cc(C)c3o2)cc1OC
→ u | 11%
Cc1cc(C)c(Cn2c(C3CC(=O)N(c4ccc(F)cc4)C3)nc3ccccc32)c(C)c1 (stereo not drawn)
→ 2% | -7%
COc1ccccc1NC(=O)c1ncn(-c2ccccc2)n1
→ u | 11µM*
CCOc1ccc(NC(=O)CC2C(=O)N(c3cccc(OC)c3)C(=O)N2C2CCCCC2)cc1 (stereo not drawn)
→ 3% | -1%
O=C1N(Cc2ccccc2Cl)c2ccccc2C1(O)c1c[nH]c2ccccc12 (stereo not drawn)
→ -10% | -7%
CCc1ccc(CNC(=O)CSc2cc(=O)n(CC)c3ccccc23)cc1
→ -3% | -8%
CCOc1ccc(-c2cc3nc(C4CCN(C(=O)OC(C)(C)C)CC4)c(C(=O)Nc4c(C)cccc4C)cn3n2)cc1
→ -12% | 4%
Cc1ccc(COc2ccc3oc(-c4ccccc4)c(C(=O)O)c3c2)cc1
→ -7% | 11%
Cc1ccc(NC(=O)CSc2nc3ccc(Br)cc3[nH]2)c(C)c1
→ 9% | 8%
O=C(c1ccccc1F)N1CCC(c2nc3c(nnn3Cc3cccc(F)c3)c(=O)[nH]2)CC1
→ -5% | 3%
COC(=O)c1cc2sc(C)cc2n1Cc1nc(-c2cccc(Br)c2)oc1C
→ -4% | 10%
CC(=O)c1ccc(NC(=O)CCCSc2nc(-c3ccco3)cc(C(F)(F)F)n2)cc1
→ -16% | -17%
CCc1ccc2oc(-c3ccc(NC(=O)c4cc(OC)c(OC)c(OC)c4)cc3)nc2c1
→ -8% | 4%

A portion of the library; count on the stated rates, not on these rows.
